# Compound activity (PubChem)
# SRC3 TRFRET art = TR-FRET detection interference compounds, artefact control for PPARgamma SRC-3 recruitment agonists, biochemical, TR-FRET ratio; hit rate 0.39% among 99,000; TR-FRET ratio at 8 µM; TR-FRET artefact counter-screen, PPARgamma/SRC-3 format; active compounds read high; in the data active means TR-FRET ratio above about 2000; further: inactives centre near 1600
# SRC1 TRFRET art = TR-FRET detection interference compounds, primary screen, artefact control for PPARgamma SRC-1 recruitment agonists, biochemical, TR-FRET emission ratio | TR-FRET detection artefact counter-screen; active compounds read high | TR-FRET ratio at 8 µM | hit rate 0.34% among 99,000 | AID 1051, 2008; in the data active means TR-FRET ratio above about 2300; further: inactives centre near 1800
# * marks the source's active call; other numbers are inactive results. This is a subset. The share of hits here may be higher or lower than overall.
SMILES,SRC3 TRFRET art,SRC1 TRFRET art
O=C(NCCc1nc2ccccc2[nH]1)/C(=C/c1ccco1)NC(=O)c1ccccc1Br,1629,1803
Cn1c(SCC(=O)Nc2cccc(F)c2)nc2c([nH]c3ccccc32)c1=O,1546,1506
Cc1ccc(NC2=C/C(=N/S(=O)(=O)c3cccs3)c3ccccc3C2=O)cc1,1400,1675
CNC(=O)NC(=O)C(OC(=O)c1cccc(S(=O)(=O)N2CCCCC2)c1)c1ccccc1 (centres undefined),1655,1555
Nc1cc(C(=O)O)ccc1Nc1ccccc1,1652,1933
Cc1ccc(C=Nc2ccccc2C#N)s1,1683,1966
C#CC[N+](C)(C)CCN1C(=O)C2C(c3ccccc3)C=CC(c3ccccc3)C2C1=O (centres undefined),1490,1935
Cc1ccc(NC(=O)CC2=NC(=O)C(CC(=O)Nc3ccccc3F)S2)cc1 (centres undefined),1813,1671
O=[N+]([O-])c1cc(/C=N/n2c(-c3ccncc3)n[nH]c2=S)ccc1Cl,1553,1669
CC(C)CC(C(=O)NC1CCCCC1)N(Cc1cccs1)C(=O)c1snc(C(N)=O)c1N (centres undefined),1806,1834
Nc1nc(SCC(=O)NN(c2ccccc2)c2ccccc2)n[nH]1,1610,1792
CC(=O)Nc1nc2ccc(C(=O)NCCOC(=O)C3CCCCC3)cc2s1,1467,1779
Cc1ccc(S(=O)(=O)N2CCOCC2)cc1NC(=O)CSc1ccccn1,1556,1821
Cc1ccc(Cn2cc(/C=N/Nc3ccc([N+](=O)[O-])cn3)c3ccccc32)cc1,1648,1720
COc1cc(NC(=O)C23CC4CC(C2)CC(n2cnc([N+](=O)[O-])n2)(C4)C3)cc(OC)c1,1507,1675
CC(C)(C)C(=O)/C=c1\[nH]c(=O)/c(=C\c2ccccc2F)s1,1312,1714
CN(C)/C=C(/C(=O)c1ccc(Cl)cc1)S(C)(=O)=O,1533,1970
NCCS,1723,1810
CC(NC(=O)COc1ccccc1F)C1CC2CCC1C2 (centres undefined),1673,1748
CN(C)S(=O)(=O)c1ccc(NC(=O)C2COc3ccccc3O2)cc1 (centres undefined),1753,1776
O=S(=O)(NC1c2cccc3cccc(c23)C1N1CCNCC1)c1ccc(Cl)cc1 (centres undefined),1223,1712
CC1CC(C)(C)NC(=S)N1CCCC(=O)NCc1ccccc1 (centres undefined),1534,1859
CC1Oc2ccccc2N(Cc2ccccc2Cl)C1=O (centres undefined),1368,1807
Cc1ccc(/C=N/c2sc(Cc3ccccc3)c(C)c2C(N)=O)o1,1684,1782
CC(=O)O[C@H]1C[C@@]2(C)[C@@H](C[C@@H](O)[C@H]3[C@@]4(C)CC[C@@H](O)[C@@H](C)C4CC[C@@]32C)/C1=C(\CCC=C(C)C)C(=O)O (some centres undefined),1583,1770
COc1ccc(NC(=O)CN(C)S(=O)(=O)c2cccc3nsnc23)cc1OC,1810,2053
CCc1cc(C(=O)c2ccc(C)cc2)c(NC(=O)CCl)s1,1352,1990
COc1ccc(C2=CC(=O)CC(c3ccc(OC)cc3)C2)cc1 (centres undefined),1718,1912
O=C(NCCO)c1ccc(Oc2ccc(C(F)(F)F)cc2[N+](=O)[O-])cc1,1651,1747
CN(C)c1ccc(-c2nnc(SCC3CCCO3)n2C)cc1 (centres undefined),1481,1624
O=C(c1cnn2c(C(F)(F)F)cc(-c3ccccc3)nc12)N1CCCCC1c1cccnc1 (centres undefined),1494,1718
CC1CC(C)CN(C(=O)COC(=O)c2cc3ccccc3cc2O)C1 (centres undefined),1751,1928
O=C1/C(=C/c2cccs2)Sc2ccccc21,1733,1935
CC(C)Oc1cccc(C(=O)C2CCCN(Cc3ccc(Oc4ncccn4)cc3)C2)c1 (centres undefined),1508,1539
COC(=O)c1ccc(NC(=O)CCOc2ccccc2)cc1,1396,1540
OCC1(Cc2ccccc2)CCCN(Cc2cn[nH]c2-c2ccccc2)C1 (centres undefined),1633,1818
CCOC(=O)N1CCC(=NNC(=O)Cn2ccc(C(F)(F)F)n2)CC1,1672,1775
Cc1ccc(C(=O)Nc2nccs2)cc1,1612,1957
Cc1c(C(=O)OCC(=O)N(C)c2ccccc2)cccc1[N+](=O)[O-],1538,1778
CCOc1ccc2nc(NC(=O)c3cccnc3)sc2c1,1472,2021
O=C(c1ccc(S(=O)(=O)NCC2CCCO2)cc1)N1CCN(c2ccccc2)CC1 (centres undefined),1582,1821
C[C@@H]1CN=C2N(CCNC(=O)CCC3CCCCC3)[C@H](Cc3ccc(O)cc3)CN21,1537,1923
N/C(=N\OC(=O)CCCOc1ccc(Cl)cc1Cl)c1ccccn1,1480,1655
O=C(Oc1ccccc1Cl)c1ccc(N2CCOCC2)c([N+](=O)[O-])c1,1524,1868
COc1ccc(C2C(C#N)=C(N)Nc3onc(C(C)(C)C)c32)c(OC)c1 (centres undefined),1681,1785

# Given with values under each structure: entries from further up.
# Results follow in this order: SRC3 TRFRET art | SRC1 TRFRET art
COC(=O)c1ccc(NC(=O)CCOc2ccccc2)cc1
 : 1396 | 1540
OCC1(Cc2ccccc2)CCCN(Cc2cn[nH]c2-c2ccccc2)C1 (centres undefined)
 : 1633 | 1818
CCOC(=O)N1CCC(=NNC(=O)Cn2ccc(C(F)(F)F)n2)CC1
 : 1672 | 1775
Cc1ccc(C(=O)Nc2nccs2)cc1
 : 1612 | 1957
Cc1c(C(=O)OCC(=O)N(C)c2ccccc2)cccc1[N+](=O)[O-]
 : 1538 | 1778

# (listing goes on)
SMILES,SRC3 TRFRET art,SRC1 TRFRET art
Cc1nn(CCCC(=O)O)c(C)c1[N+](=O)[O-],1631,2164
O=C(Nc1ccccc1N1CCCCC1)c1cccc([N+](=O)[O-])c1,1538,2045
O=C(NCc1cccnc1)C(=O)Nc1ccc([N+](=O)[O-])cc1,1665,1613
O=C(NC1CCCCC1)C(c1cccnc1)N(CCc1ccccc1)C(=O)Cc1cccs1 (centres undefined),1700,1978
COc1cc(-c2[nH]nc3c2C(c2ccco2)C(C#N)=C(N)O3)cc(OC)c1OC (centres undefined),1635,1669
Cc1csc(NC(=O)CSc2ccccc2F)n1,1612,2057
Cn1c(N)c(C(=O)COC(=O)c2cc(-c3ccccc3)nc3ccccc23)c(=O)n(Cc2ccccc2)c1=O,1630,1653
COc1ccc(C(=O)Nc2cc(=O)n(C)c(=O)n2C)cc1,1523,1550
Cc1cc(NC(=NC2CC2)c2ccccc2F)n(-c2ccccc2)n1,1769,1857
COc1ccc(-n2c(C)cc(/C=C3\SC(=S)N(Cc4ccco4)C3=O)c2C)cc1,1640,1735
COC(=O)C1=C(NC(=O)COc2ccc3ccccc3c2)CCS1,1459,1580
Cc1ccc(/C=C/S(=O)(=O)NCC(=O)O)cc1,1437,1723
Cc1ccc(N2C(=O)C3C4C=CC(CNC(=S)Nc5ccc(Cl)cc5)(O4)C3C2=O)cc1 (centres undefined),1545,1625
C=CCn1cc(C(=O)NCc2ccc(Cl)cc2)c(=O)c2cc(S(=O)(=O)N(CC)CC)ccc21,1563,1776
Cc1ccc(S(=O)(=O)N2CCC(=O)N(CCOC(=O)Nc3cc(C)cc(C)c3)CC2)cc1,1460,1751
CC12C(=O)N(Cc3ccccc3)C(=O)C1C1C=CC2C1 (centres undefined),1424,1749
CC(=O)Nc1ccc(S(=O)(=O)NC2(C(F)(F)F)NC(=O)N(CC(C)C)C2=O)cc1 (centres undefined),1659,1889
Cc1nn(-c2ccccc2)c(N2CCCC2)c1/C=N/NC(=O)C1CC1,1530,1833
COc1ccc(OC)c(C(C)NC(=O)c2ccc(Br)cc2)c1 (centres undefined),1444,1699
Cc1ccc(-c2nnn(CC(=O)N(C)C3CCCCC3)n2)o1,1637,1745
COC(=O)/C=C1/N/C(=N\c2nc(C)cc(C)n2)N(c2cccc(C)c2)C1=O,1597,1867
Cc1nc2cc(NC(=O)NCCCO)ccc2o1,1512,1701
COc1ccc(/C=N/NC(=O)C2(O)c3ccccc3-c3ccccc32)cc1,1525,1820
COc1ccc(N2CC(C)(C)C2=O)cc1,1495,1938
O=C(CSc1cccc[n+]1[O-])NC(=O)c1ccc(OC(F)F)cc1,1660,2088
O=Cc1cn(-c2ccc(F)cc2)c2ccccc12,1717,2054
CN1CCN(NC(=O)c2ccc(S(=O)(=O)N3CCCCCC3)cc2)CC1,1299,1547
Cc1cccn2cc(-c3ccc(NC(=O)Cc4ccccc4)cc3)nc12,1575,1889
COC(=O)COc1cccc(NC(=O)c2ccccc2)c1,1509,1749
COC(=O)CNC(=O)c1ccc(OC2CCN(C(=O)C3CC3)CC2)cc1,1567,1899
CC(C)(C)C(=O)NC(=S)Nc1ccc(S(=O)(=O)Nc2nccs2)cc1,1574,1882
Cc1ccc(C)c(NC(=O)C(=O)NCc2ccccn2)c1,1680,1874
Cc1ccc(S(=O)(=O)Nc2ccccc2C(=O)Nc2sccc2C(=O)NN(C)C)cc1,1785,1804
O=C(O)CCN1CC2([N+](=O)[O-])CC=C(OCCO)C([N+](=O)[O-])(C1)C2 (centres undefined),1395,1601
O=C(O)C(Cc1ccccc1)N1C(=O)c2cccc3cccc(c23)C1=O (centres undefined),1659,1825
O=c1c(Cc2ccccc2)c(O)ccn1Cc1ccc2c(c1)OCO2,1618,1816
C=CCn1c(NCCO)nc2sc3c(c2c1=O)CCC3,1735,1782
O=C(O)c1ccc(CSc2ccccn2)cc1,1579,1685
CCNc1nc(NCC)nc(SCCOc2ccc(C)cc2)n1,1400,1611
O=C(CCCCCNc1nc(=S)[nH]c2ccccc12)NCc1ccccc1Cl,1645,2086
Cc1ccc(Nc2c(-c3ccccc3O)nc3cnccn23)cc1,1748,1742
CCCOc1ccc(C(=O)Nc2nc(C)c(Cc3ccc4c(c3)OCO4)s2)cc1,1740,1853
COc1ccc(NC(=O)c2ccc3c(SCC(=O)O)c4c(nc3c2)CCCC4)c(OC)c1,1441,2025
C=C(C)CNC(=S)NNC(=O)c1cc(C)oc1C,1633,2006
O=C(CNC(=S)N(Cc1ccccc1)Cc1ccccc1F)NCc1ccccc1,1774,1956
CC(C)c1ccc(N(CC(=O)N/N=C/c2ccc(OC3CSC3)cc2)S(=O)(=O)c2ccccc2)cc1,1649,2018
Nc1cccc(CCc2nc3ccccc3[nH]2)c1,1493,1926
CCOC(=O)C1(Cc2cccc(F)c2)CCN(C(=O)c2cscn2)CC1,1406,1696
COc1ccc(/C=C(\C#N)C(=O)OCC(=O)Nc2ccc(C(C)(C)C)cc2)cc1,1555,1860
COc1ccc(NC(=O)Nc2ccc(N3CCOCC3)c3nonc23)c(OC)c1,1482,1621
CN(C)[C@@H](CO)c1nnc([C@H](CCC(=O)O)NC(=O)C2CCNCC2)o1,1487,1790
O=C(NN=C1CCCCCC1)NC1CCCCC1,1813,1972
CC(C)CCc1noc(CN2CCN(c3ccc(Cl)cn3)CC2)n1,1599,1879
CN1CCN(C(CC(=O)Nc2cccc(O)c2)C(=O)O)CC1 (centres undefined),1611,1746
CN(C)/C=C/C(=O)c1ncc(C(F)(F)F)cc1Cl,1611,1800
CCOCCCNC(=O)C(c1ccc(C)cc1)N(Cc1ccc2c(c1)OCO2)C(=O)c1ccccn1 (centres undefined),1556,1743
COc1ccc(NC(=O)c2ccc([N+](=O)[O-])s2)c([N+](=O)[O-])c1,1833,1998
Cc1ccc(N2C(=O)C3CC3C2=O)cc1 (centres undefined),1597,1687
NC(=O)CC[C@@H]1NC(=O)[C@H](CO)NC(=O)c2cc([N+](=O)[O-])cc(I)c2NCC[C@@H](C(N)=O)NC(=O)[C@H](Cc2ccc(O)cc2)NC1=O,1374,1742
O=C(COC(=O)CCN1C(=O)c2cccc([N+](=O)[O-])c2C1=O)NCc1ccccc1,1749,1745

# Part of the list above, with each value named:
Nc1cccc(CCc2nc3ccccc3[nH]2)c1
  SRC3 TRFRET art: 1493
  SRC1 TRFRET art: 1926
CCOC(=O)C1(Cc2cccc(F)c2)CCN(C(=O)c2cscn2)CC1
  SRC3 TRFRET art: 1406
  SRC1 TRFRET art: 1696
COc1ccc(/C=C(\C#N)C(=O)OCC(=O)Nc2ccc(C(C)(C)C)cc2)cc1
  SRC3 TRFRET art: 1555
  SRC1 TRFRET art: 1860
COc1ccc(NC(=O)Nc2ccc(N3CCOCC3)c3nonc23)c(OC)c1
  SRC3 TRFRET art: 1482
  SRC1 TRFRET art: 1621

# Profiles, looked up by structure.
# NC(=O)CC[C@@H]1NC(=O)[C@H](CO)NC(=O)c2cc([N+](=O)[O-])cc(I)c2NCC[C@@H](C(N)=O)NC(=O)[C@H](Cc2ccc(O)cc2)NC1=O as listed: SRC3 TRFRET art: 1374; SRC1 TRFRET art: 1742
# CC(C)CCc1noc(CN2CCN(c3ccc(Cl)cn3)CC2)n1 as listed: SRC3 TRFRET art: 1599; SRC1 TRFRET art: 1879
# COc1ccc(NC(=O)c2ccc([N+](=O)[O-])s2)c([N+](=O)[O-])c1 as listed: SRC3 TRFRET art: 1833; SRC1 TRFRET art: 1998

# New compounds follow.
SMILES,SRC3 TRFRET art,SRC1 TRFRET art
O=C(NC1CCCCCC1)C(=S)NCc1ccccc1,1503,1799
CC1=NN(C(=O)CCc2ccccc2)C(c2ccccc2)C1 (centres undefined),1521,1916
CCOC(=O)c1[nH]c2c(c1-c1ccccc1)C(=O)CC(c1ccc(OC)c(OC)c1)C2 (centres undefined),1609,1965
COC(=O)NCc1ccc(Cl)c(Cl)c1,1614,2093
O=C(Cc1ccccc1)NC1(Cc2ccc(O)cc2)CCCCC1,1562,1497
COc1ccc(-n2c(=S)[nH]c3c(oc4ccccc43)c2=O)cc1,1987,1881
CCC1=C(C(=O)OC)C(c2cc(OC)ccc2OC)C(C#N)=C(N)O1 (centres undefined),1670,1883
Cc1cc(C)c2sc(N)nc2c1,1568,1668
COc1ccc(NC(=O)Nc2ccccc2)cc1S(=O)(=O)N1CCCCC1,1607,1685
CC1CCCN(S(=O)(=O)c2ccc(N(C(=O)c3cnccn3)C(C(=O)NC3CCCCC3)c3cccs3)cc2)C1 (centres undefined),1510,1762
COc1ccc(NC(=O)CSc2nc3[nH]ncc3c(=O)n2-c2ccccc2OC)cc1OC,1722,1929

# A different layout for 2 compounds above.
Structure	SRC3 TRFRET art	SRC1 TRFRET art
COc1ccc(/C=C(\C#N)C(=O)OCC(=O)Nc2ccc(C(C)(C)C)cc2)cc1	1555	1860
COc1ccc(NC(=O)Nc2ccc(N3CCOCC3)c3nonc23)c(OC)c1	1482	1621
